Screening data as filed in PubChem BioAssay.
MLL CXXC-DNA inh: blocks binding of human MLL CXXC domain to DNA. 290,000 tested, 0.037% active. MLL-CXXC / FITC-HOXA9 DNA fluorescence polarization. AID 2662. Q03164. Potency, µM (titrated, usually from 115 µM), without a hit: at the top dose activity change, negative = inhibition, actives largely listed as inhibitors; active = well fitted inhibition curve with a large enough effect in the polarisation, with a control signal flat, not every such curve was filed as active; inconclusive = small, poorly fitted or top-dose-only effect, or effect the other way, or a change in a side signal; inactive = no such curve, though single readings can be large or run the other way; the % refers to the polarisation; also: potency is read from the fitted curve at half-maximal effect
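Purified MLL-CXXC (added from a 7 uM solution) was preincubated 5 min at ambient with pinned compounds in 50 mM Tris-HCl pH 7.5, 50 mM NaCl, 1 mM DTT, 0.05% BSA. Fluorescein-labeled HOX-A9 DNA (50 nM solution) followed, 30 min, then polarization read.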
GALK inh: galactokinase (human) inhibition; P51570; Purified GALK, Kinase-Glo residual ATP luminescence; Potency, µM (doses to about 57.5 µM), inactives show at the top dose activity change, negative = inhibition, hits mostly inhibitors; 270,000 tested, 0.007% active; AID 1868; also: potency is read from the fitted curve at half-maximal effect; % is scaled to controls: 0 for no effect and ±100 for the full control effect
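Quantitative HTS: GALK 5 nM, ATP 35 uM, galactose 100 uM, 1 h room temperature, then luciferase-based ATP detection.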
MBNL1-CUG inh: MBNL1-poly(CUG) RNA binding inhibition; Potency, µM (highest dose often 57.5 µM), for the others: at the highest dose activity change, negative = inhibition, actives largely listed as inhibitors; 280,000 tested, 0.036% active; TR-FRET MBNL1-His/biotin-(CUG)12 binding, 665/545 ratio; active = well fitted inhibition curve with a large enough effect in the signal ratio, with a control signal flat, not every such curve was filed as active; inconclusive = small, poorly fitted or top-dose-only effect, or effect the other way, or a change in a side signal; inactive = no such curve, though single readings can be large or run the other way; the % refers to the signal ratio; also: potency is read from the fitted curve at half-maximal effect; % is scaled to controls: 0 for no effect and ±100 for the full control effect
Target sequence (Q9NR56 whole entry, looked up): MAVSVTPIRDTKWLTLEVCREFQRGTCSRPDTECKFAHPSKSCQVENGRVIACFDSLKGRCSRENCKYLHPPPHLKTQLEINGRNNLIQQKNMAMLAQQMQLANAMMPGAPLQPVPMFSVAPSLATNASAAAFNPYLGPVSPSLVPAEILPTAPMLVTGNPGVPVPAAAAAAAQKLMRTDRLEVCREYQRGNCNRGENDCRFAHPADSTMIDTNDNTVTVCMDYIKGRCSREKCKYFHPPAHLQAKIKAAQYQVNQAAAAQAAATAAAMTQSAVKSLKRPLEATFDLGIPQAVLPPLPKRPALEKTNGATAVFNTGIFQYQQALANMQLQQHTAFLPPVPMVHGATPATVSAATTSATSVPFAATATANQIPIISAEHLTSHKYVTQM
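Inhibition of protein-RNA binding appears as loss of TR-FRET between terbium anti-His antibody on MBNL1-His and streptavidin-XL665 on biotin-(CUG)12. Activity is normalized to buffer-only and uninhibited-complex controls.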
KCNH2 3.1 inh: blocks the human KCNH2 3.1 channel isoform. U2OS KCNH2 3.1, thallium flux FluxOr; active compounds read low. activity change, % (tested at about 1.8 µM). 340,000 tested, 0.95% active. AID 720553;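 active = maximum activity change below -70%; inconclusive = maximum activity change from -70% to -50%; inactive = maximum activity change above -50%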;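 also: thallium influx rate constant from kinetic fluorescence after stimulation buffer; % is scaled to controls: 0 for no effect and ±100 for the full control effect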
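Measured as rate of thallium-driven FluxOr signal in transduced U2OS cells carrying the 3.1 channel, read kinetically for 2 min upon stimulation; values are rate constants scaled to DMSO control wells.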
KCNH2 WT inh: blocks the wildtype human KCNH2 potassium channel; 340,000 tested, 0.37% active; U2OS, BacMam KCNH2, thallium flux FluxOr; active compounds read low; AID 720551; Q12809; activity change, % at 1.84 µM;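 active = maximum activity change below -70%; inconclusive = maximum activity change between -70% and -50%; inactive = maximum activity change above -50%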; also: % is scaled to controls: 0 for no effect and ±100 for the full control effect
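U2OS cells transduced with wild-type KCNH2 virus are loaded with FluxOr dye for 45 min, and thallium flux is measured in kinetic reads before and after stimulation buffer. Rate constants are normalized to DMSO controls.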
Coupling enz: inhibits coupling enzyme system, counter-screen for aldolase hits; coupling enzyme system counterscreen, AmpLite Red fluorescence; activity change, negative = inhibition, % at 58.2 µM, hits read low; 290,000 tested, 0.67% active; AID 2472; in the data active = activity change below about -30%; also: % is scaled to controls: 0 for no effect and ±100 for the full control effect
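Activity here indicates interference with the coupling reaction, not aldolase inhibition. Compounds at 57.5 uM final met coupling enzymes for 10 min at RT; substrate and AmpLite Red detection followed, with a 525/598 nm fluorescence read after 20 min.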
a7 integrin act: activates integrin-mediated alleviation for muscular dystrophy; Potency, µM (series often up to 38.3 µM), for inactives: at the highest dose activation, actives largely listed as activators; alpha7betagal myoblasts, beta-gal FDG fluorescence, 48 h; 350,000 tested, 0.064% active;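 also: potency is read from the fitted curve at half-maximal effect; 100% = response of the positive control SU9516; nearly all actives have a fitted effect of over 60% in size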
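alpha7betagal+/- myoblasts (passage 13, 250/well) treated 48 h at 37C with compounds at 1:260 dilution of DMSO stock. Lysed, then beta-galactosidase activity read as FDG fluorescence (ex 480/em 540) after 30 min, with pre-read for autofluorescence.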
AT treatment: potential ataxia-telangiectasia treatment | 320,000 tested, 0.19% active | […] A-T fibroblasts, KAP-1 phosphorylation AlphaLISA; neocarzinostatin DNA damage 30 min before lysis | Potency, µM (series often up to 57.5 µM), for inactives: top-dose activation, most hits filed as activators; also: potency is read from the fitted curve at half-maximal effect; % of control where 0% means no effect; nearly all actives have a fitted effect of over 45% in size
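ATM-like activity read as KAP-1 phosphorylation via AlphaLISA donor/acceptor antibody pairs after lysis and 6 hr at 25C. Cells were ATM-null patient fibroblasts ([…], hTERT), dosed 60 min, then exposed to the DSB inducer NCS for 30 min.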
TRPV1 agonist: agonists of human vanilloid receptor 1 (TRPV1) | TRPV1-expressing cells, Fluo-8 calcium influx, agonist mode | activation, % at 8.33 µM | 320,000 tested, 0.19% active; in the data active = activation above about 80%; inconclusive = between about 30% and that limit; also: 0% is about no effect
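Fluo-8 calcium influx in TRPV1-expressing cells, kinetic read (ex 480/em 520 nm). Compound added and read 3 min for agonist activity, followed by capsaicin at EC20 final and 2 min further read for enhancement.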
S-ASM inh: blocks human secretory acid sphingomyelinase | P17405 | AID 504937 | placental ASM, HMU-PC fluorogenic substrate, 60 min | Potency, µM (highest dose often 57.5 µM), without a hit: at the top dose activity change, negative = inhibition, most hits filed as inhibitors | 340,000 tested, 0.006% active; also: potency is read from the fitted curve at half-maximal effect
Target sequence (P17405 47-631 limits assumed): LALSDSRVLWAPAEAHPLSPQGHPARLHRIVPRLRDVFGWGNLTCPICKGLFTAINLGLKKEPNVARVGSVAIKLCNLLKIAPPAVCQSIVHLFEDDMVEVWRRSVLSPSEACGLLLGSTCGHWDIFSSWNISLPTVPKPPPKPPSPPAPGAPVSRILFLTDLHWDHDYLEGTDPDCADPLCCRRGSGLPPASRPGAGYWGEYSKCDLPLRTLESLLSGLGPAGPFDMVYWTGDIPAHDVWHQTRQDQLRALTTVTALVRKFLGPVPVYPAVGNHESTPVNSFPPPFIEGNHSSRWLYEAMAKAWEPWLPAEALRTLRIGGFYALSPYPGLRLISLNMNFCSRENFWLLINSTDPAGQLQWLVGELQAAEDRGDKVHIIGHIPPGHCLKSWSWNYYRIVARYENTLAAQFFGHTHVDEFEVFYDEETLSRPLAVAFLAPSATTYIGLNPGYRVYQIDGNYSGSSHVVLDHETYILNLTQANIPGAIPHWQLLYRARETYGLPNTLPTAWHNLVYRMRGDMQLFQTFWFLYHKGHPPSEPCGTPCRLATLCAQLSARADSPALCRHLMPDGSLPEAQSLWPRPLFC
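Steps: dispense placental human ASM, pin compound, wait 10 min at room temperature, add HMU-PC0 substrate at 9 uM final, incubate 60 min at 37 °C, add stop solution raising pH to 10, read fluorescence.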
The depositor's hits bear a star; ? = inconclusive; . = not tested or not shown; [ ] = another dose, or the depositor's remark. Unless noted, calls follow the shape of the dose curve; as a rule, active = well fitted curve in the direction sought with a large enough effect; inconclusive = small, poorly fitted or top-dose-only effect, or another doubt; inactive = no such curve, though single readings can be large; an effect the other way counts as inactive or inconclusive. Rows are unselected; overall some 2% were active at least once.

Compound	MLL CXXC-DNA inh	GALK inh	MBNL1-CUG inh	KCNH2 3.1 inh	KCNH2 WT inh	Coupling enz	a7 integrin act	AT treatment	TRPV1 agonist	S-ASM inh
O=C(Nc1cnn(Cc2ccc(F)cc2)c1)c1cnccn1	-9%	1%	1%	-1	5	0	-13%	-11%	20	1%
CCCCNCCCOc1cc(Cl)ccc1Cl	-1%	0%	0%	-16	24	5	-20%	1%	3	4%
CCc1nnc(NC(=O)c2cc(Cl)ccn2)s1	9%	-1%	-1%	-4	0	-7	-3%	-3%	0	3%
CCOC(=O)c1c(S(=O)(=O)N2CCN(c3ccc(C(C)=O)cc3)CC2)c(C)n(C)c1C	11%	3%	2%	24	-9	1	25%	1%	7	-1%
CN1CCCN(C(=O)c2cccc(Br)c2)CC1	2%	0%	-6%	-1	-5	0	10%	-6%	1	2%
O=C(Nc1ccccc1Cl)NC1(C(=O)N2CCOCC2)CCCCC1	7%	0%	-1%	-8	20	-3	-27%	13%	0	2%
CC(=O)c1ccc(S(=O)(=O)Nc2cccc(-c3ccc4nncn4n3)c2)cc1	25%	-1%	26%	2	-7	-2	9%	2%	-2	2%
CCCSc1ccc([C@@H]2[C@H]3C(=O)N(CC)C(=O)[C@H]3[C@]3(C(=O)OC)CCCCN23)cc1	.	.	.	4	-8	.	-12%	16%	13	-10%
O=C(c1c(Cl)cccc1Cl)N1CCN(c2ccccn2)CC1	8%	0%	3%	10	-9	6	0%	-10%	4	4%
COc1ccc(NS(=O)(=O)c2ccc(N3CCOCC3)c(NC(=O)c3ccc(F)cc3)c2)cc1	5%	1%	.	0	3	1	-9%	-1%	0	-4%
COc1ccccc1C(=O)NCCC(=O)N(C)Cc1cccnc1	.	.	.	2	-1	.	3%	-2%	1	-4%
COc1ccccc1NC(=O)CC1CCCC1	-2%	1%	-8%	-7	0	-1	-31%	-2%	-1	2%
CC1(C)NC(=O)N(CC(=O)N2CCN(S(=O)(=O)c3cc(Cl)ccc3Cl)CC2)C1=O	.	.	.	19	1	.	-21%	1%	-2	0%
CC(=O)Nc1ccc(NC(=O)C2c3ccccc3Oc3ccccc32)cc1	?	8%	.	-3	-3	-11	12%	1%	1	-2%
Cc1cc2ncn(CC(C)C)c2cc1C	-14%	-2%	-3%	-6	-4	1	-5%	2%	11	-2%
CC(=O)c1ccc(Oc2ncnc3sccc23)cc1	21%	-2%	-17%	-4	-32	1	?	0%	5	1%
COC(=O)C1(CCSC)NC(c2ccc(O)cc2)C2C(=O)N(c3ccc4c(c3)OCCO4)C(=O)C21 (configuration not stated)	0%	2%	1%	15	-7	0	-5%	1%	-1	-1%
CC1(C)CC(=O)C(C=NCCN2CCN(C(=O)CCl)CC2)=C(O)C1	-11%	-2%	-5%	-13	-3	1	0%	9%	4	-1%
Cc1cccn2c(=O)c(C=O)c(N3CCSCC3)nc12	6%	-1%	-6%	7	1	4	-7%	-1%	7	-2%
O=C(NC1CCCC1)C1CCN(C(=O)c2ccc(Cl)cc2Cl)CC1	10%	6%	-2%	0	1	8	3%	3%	-1	-3%
CCCCOc1ccc(/C(O)=C2/C(=O)C(=O)N(CCN(C)C)C2c2ccc(O)c(OC)c2)cc1 (configuration not stated)	1%	0%	10%	7	-3	9	2%	-8%	1	0%
COc1ccc(NC(=O)Cn2c(C)cc(=O)c3cccc(OC)c32)cc1	10%	3%	5%	19	-2	3	16%	0%	0	-3%
O=[N+]([O-])c1ccc(S(=O)(=O)CC(CN2CCOCC2)N2CCOCC2)cc1 (configuration not stated)	25%	-2%	?	-1	-1	0	-21%	5%	-1	2%
O=C(CN(Cc1cccs1)S(=O)(=O)c1ccc(S(=O)(=O)N2CCCCC2)cc1)Nc1ccccc1	-3%	0%	11%	-6	2	0	11%	11%	30	0%
O=C(COC(=O)C1CC(O)CN1C(=O)Oc1ccccc1)c1ccc(Br)cc1 (configuration not stated)	-1%	3%	-8%	-8	2	-1	-2%	9%	4	1%
COc1cc(C)ccc1OCc1cc(C(=O)N2CCN(C3CCCCC3)CC2)no1	11%	-7%	-18%	5	-2	.	0%	-6%	10	-2%
COc1cccc(OCC(=O)NNC(=O)c2cccs2)c1	-6%	-3%	-4%	1	2	3	-19%	1%	-2	4%
CS(=O)(=O)/C(C#N)=C/c1cccn1S(=O)(=O)c1ccccc1	3%	.	?	7	-3	1	1%	-6%	-2	-4%
Cc1cccc(N2CCN(S(=O)(=O)c3ccc(S(=O)(=O)N4CCCC4)cc3)CC2)c1C	-5%	0%	7%	-8	5	2	-4%	0%	-2	-2%
COc1cccc(C(=O)N2CCN(c3ncccn3)CC2)c1	5%	0%	-23%	-4	-5	3	15%	8%	-5	8%
CC(C)(C)c1nnc(NC(=O)c2ccc3c(c2)OCO3)s1	-19%	0%	2%	0	-24	-7	?	-7%	?	1%
Cc1ccc(NC(=S)N2CCC(C(=O)c3ccc(F)cc3)CC2)cc1C	.	.	.	2	0	.	-3%	.	.	-3%
Cc1ccc(NC(=O)C(c2ccccc2)N2CCN(C(=O)c3ccco3)CC2)cc1Cl (configuration not stated)	.	.	.	6	8	.	8%	1%	3	-3%
COc1ccc(S(=O)(=O)NCc2cc(=O)n(C)c(=O)n2C)cc1C	3%	0%	-4%	12	-5	-1	11%	8%	0	0%
COC(=O)Cn1cc(C(=O)C(C)(C)C)c2ccccc21	1%	-2%	2%	-1	7	1	?	0%	0	-6%
Cc1ccc(Oc2ncc(CN3CCOCC3)s2)cc1	3%	-3%	-5%	3	14	2	2%	8%	3	-1%
O=C(CSc1nc2c(c(=O)[nH]1)CCC2)Nc1cccc(F)c1	14%	5%	-6%	-16	10	3	-5%	7%	-2	-1%
CCC(CO)n1cnnc1-c1ccncc1 (configuration not stated)	4%	-1%	-11%	6	0	0	-1%	-2%	0	0%
Cc1ccc2c(c1)N(CC(=O)Nc1ncccc1C)C(=O)C(C(C)C)O2 (configuration not stated)	-6%	6%	1%	-8	-10	-1	21%	4%	8	4%
COc1ccc(-c2n[nH]c3c2CN(C(=O)c2ccccc2)CC3)cc1	2%	0%	-8%	9	-1	5	?	14%	-2	-1%
COc1cccc(NC(=O)c2oc3ccccc3c2NC(=O)C(C)(C)C)c1	5%	0%	3%	-3	5	-7	17%	-1%	?	-21%
Cc1ccc(Sc2ncccc2C(=O)NCC(c2ccc(F)cc2)N2CCOCC2)c(C)c1 (configuration not stated)	.	.	.	-6	-9	.	6%	-2%	10	.
CCOCCCn1c(SCc2nc3sc(C(=O)O)c(C)c3c(=O)[nH]2)nnc1-c1ccc(Cl)cc1	-9%	-2%	-3%	-1	-3	7	13%	19%	3	7%
CN(C)c1ccc(S(=O)(=O)N2CCCCC2)cc1NC(=O)CCNC(=O)c1ccco1	.	.	.	14	0	.	8%	-9%	-1	6%
Cc1nc2nc(SCc3ccccc3)[nH]n2c(=O)c1C	16%	0%	-1%	0	-6	9	3%	-8%	-4	-2%
CCOc1ccccc1NC(=O)CSc1nnc2c(CC)c(C)nc(N)n12	3%	-1%	-2%	3	-11	0	11%	1%	1	3%
CN(Cc1ccccc1)C(=O)CN(C1CCCCC1)S(C)(=O)=O	-2%	-4%	3%	2	-8	1	-19%	-4%	9	3%
ONC(=Nc1ccccc1)C(=Nc1ccccc1)NO	-4%	3%	-10%	20	-3	4	24%	3%	1	-2%
Cc1ccc(Cn2ncc(Cl)c(Cl)c2=O)cc1	-3%	0%	37%[activator]	-1	-2	0	-46%[inhibitor]	6%	24	1%
CCCCNC(=O)C(CC)(ONc1ccccc1C(F)(F)F)c1ccccc1OC (configuration not stated)	.	.	.	10	-17	.	-34%	14%	14	-1%
COc1ccc(C(=O)Nc2ccccc2-c2nnn(CC(=O)N3CCOCC3)n2)cc1	22%	1%	-6%	-4	2	0	-16%	4%[11.5 µM]	13	-4%
S=c1[nH]nc(-c2cccs2)n1/N=C/c1cn(-c2ccccc2)nc1-c1cccs1	8%	3%	-5%	12	4	3	20%	-9%	22	-7%
CC(=O)CC[N+](C)(C)C	.	.	.	-3	7	.	-34%	.	.	3%
c1ccc(CN2CCN(CCOCCOc3cccc4ccccc34)CC2)cc1	-16%	5%	-4%	2	-6	4	-33%[inhibitor]	-3%	6	-2%
Cc1cccc(C(=O)OC(C)C(=O)N2CCc3ccccc3C2)c1C (configuration not stated)	.	.	.	-20	-13	.	7%	13%	?	2%
